NPYLR7 ag = mosquito NPYLR7 agonism. actives 0.15% (n = 270,000). HEK293T NPYLR7/Galpha15, GCaMP6s calcium fluorescence. activation, % at 10 µM. AID 1259423; in the data active = activation above about 40%;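 also: 0% = vehicle and 100% = reference agonist at the receptor; some compounds past the cut are filed as inactive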
hcGAS lum = human cGAS inhibition. Q8N884. recombinant h-cGAS, ATP depletion, Kinase-Glo luminescence. inhibition, % at 12.5 µM. actives 0.081% (n = 290,000). AID 1259398;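 also: 0% = vehicle reaction and 100% = reaction without DNA for no activity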
Target sequence (Q8N884 whole entry, looked up): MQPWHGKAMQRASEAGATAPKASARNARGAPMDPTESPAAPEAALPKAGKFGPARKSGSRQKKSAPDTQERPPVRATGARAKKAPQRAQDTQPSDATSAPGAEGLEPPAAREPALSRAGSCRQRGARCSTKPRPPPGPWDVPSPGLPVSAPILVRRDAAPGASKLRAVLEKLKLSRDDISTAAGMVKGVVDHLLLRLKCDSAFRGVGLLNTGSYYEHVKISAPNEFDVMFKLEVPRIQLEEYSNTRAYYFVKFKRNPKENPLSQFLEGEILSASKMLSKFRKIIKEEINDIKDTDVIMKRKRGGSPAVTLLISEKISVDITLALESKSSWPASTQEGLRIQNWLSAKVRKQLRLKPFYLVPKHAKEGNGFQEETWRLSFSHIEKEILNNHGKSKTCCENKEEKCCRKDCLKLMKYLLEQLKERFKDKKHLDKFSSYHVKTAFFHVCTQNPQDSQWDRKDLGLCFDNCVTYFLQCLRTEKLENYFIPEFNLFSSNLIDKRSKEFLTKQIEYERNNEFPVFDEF
mcGAS lum = blocks mouse cGAS activity. Q8C6L5. recombinant cGAS, Kinase-Glo ATP depletion luminescence. inhibition, % at 12.5 µM. actives 0.15% (n = 160,000);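 also: 0% = negative control wells and 100% = reference inhibitor with no enzyme activity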
Active calls of the source: *; . = no result given; & = joins results of further samples. Rule as the data show it, unless noted: active = inhibition above about 40%; inactive = the rest.

Order of values: NPYLR7 ag	hcGAS lum	mcGAS lum
1: Cc1nc(-c2ccccn2)sc1C(=O)N1CCC(NS(C)(=O)=O)CC1
  5	-7	.
2: CSc1nn(CC(=O)Nc2ccc3c(c2)OCO3)c(N)c1S(C)(=O)=O
  -1	-2	-5
3: CC=CC=CC(=O)OCC(=O)NC(=O)NC(C)(C)C
  -2	-11	.
4: NS(=O)(=O)c1ccc(NC(=O)c2ccc(-c3ccc(Cl)c(Cl)c3)o2)cc1
  -3	-9	.
5: CCOC(=O)Cc1cc(=O)n2c(nc3ccccc32)[nH]1
  18	-9	.
6: Nc1nc(N)c2nc(-c3ccccc3)c(N)nc2n1
  9&-1&3&-7	-3&-2&5&16	-5&0&2
7: O=C(Cn1cccn1)N1CCC(n2c(-c3ccc4c(c3)OCO4)nc3cc(C(F)(F)F)ccc32)CC1
  -1	-10	-11
8: O=C(Cc1cc(-c2cc3ccccc3o2)on1)NCc1ccncc1
  5	-7	-8
9: O=C(NCCc1cccc(Cl)c1)C1CCCCC1C(=O)N1CCc2c([nH]c3ccccc23)C1 (stereo not drawn)
  -10	-1	.
10: CCC(=O)N(CCN(C)C)Cc1c(-c2ccc(F)cc2)noc1N(CC)CC
  3	-6	-4
11: C=CCOc1ccc(/C=C2\C(=O)N(c3cccc(Cl)c3)N=C2C)cc1OC
  5	-3	2
12: O=C(NCCC1CCN(C2CCCC2)CC1)c1cncnc1
  .	6	0
13: COc1cc2c(cc1OC)C(c1ccccc1Cl)N(C(=O)c1ccc(-c3ccc(OC)c(OC)c3OC)s1)CC2 (stereo not drawn)
  16	-4	-5
14: CCCCCN(CC(=O)Nc1cc(-c2ccccc2)nn1-c1ccc(F)cc1)C(=O)Nc1ccccc1OCC
  1	-3	-5
15: O=C(c1cc[n+]([O-])cc1)N1CCC2(CCCN(CCC3CCCCC3)C2)C1 (stereo not drawn)
  4	-1	.
16: O=c1cc(-c2ccccc2)oc2cc(O)c(O)c(O)c12
  .	24	11
17: O=C1c2ccccc2NC(c2cc3ccccc3[nH]c2=O)N1CC(F)(F)F (stereo not drawn)
  1	1	0
18: CC1CN(c2nc3c(c(=O)n(C)c(=O)n3C)n2C)CC(C)O1 (stereo not drawn)
  -1	14	.
19: CC1C(c2ccccc2)CCN1CCNS(C)(=O)=O (stereo not drawn)
  1	-5	.
20: Fc1ccc(CSc2ncn[nH]2)cc1
  5	-1	-5
21: Cc1cccc(OCCNC(=O)c2c(NC(=O)C3CC3)sc(C)c2C)c1
  -3	-7	.
22: COc1ccc(Cl)cc1-n1c(C)c(C)n2c3c(=O)n(C)c(=O)n(C)c3nc12
  -2	-3	.
23: O=C1NC2=C(C(=O)CCC2)C(c2ccc3c(c2)OCO3)N1 (stereo not drawn)
  0	-2	.
24: CC(C)(C)c1onc(OCP(=O)(O)O)c1CC(N)C(=O)O (stereo not drawn)
  4	-5	-4
25: CCOc1cccc(N2CCN(C(=O)C3CCCC3)C(C)C2=O)c1 (stereo not drawn)
  25	-9	-6
26: NC(=O)c1cccc(Cn2ncc(Cl)c(Cl)c2=O)c1
  -2	-22	.
27: COc1ccc(CC(=O)N2CCC[C@@H]2C(=O)NCCCNC(=O)c2ccccc2)cc1
  25	-4	-4
28: Nc1cc(=O)nc(SCC(=O)N2CCCc3ccccc32)n1-c1ccccc1
  7	1	-7
29: COC(=O)C1=C(C)N=c2s/c(=C\c3c(F)cccc3Cl)c(=O)n2C1c1ccc(OC)cc1 (stereo not drawn)
  3	-3	-5
30: CC1(c2ccccc2)CC(C)(C)N(C(=O)CSc2ncn[nH]2)c2ccccc21 (stereo not drawn)
  -5	-3	-4
31: CC(=O)Nc1cccc(-c2cc(C(=O)NC3CC3)ccn2)c1
  -3	-4	-15
32: Fc1cc(F)c(F)c(SCc2csc(Cc3ccc(Cl)c(Cl)c3)n2)c1F
  2	-4	-5
33: COc1cccc(-c2cnc(-c3cccc(CNC(=O)c4ccc(F)cc4Cl)c3)[nH]2)c1
  4	-4	-6
34: N#Cc1cccnc1N1CCC(CCc2ccc(O)cc2)CC1
  0	-10	.
35: C/C=C\COC1CCCN(C(=O)c2ccc(OC)cc2)C1 (stereo not drawn)
  -3	-5	-5
36: C=CCN(Cc1cccn1Cc1ccc(F)cc1)C(C)C(C)C (stereo not drawn)
  -4	-5	-3
37: CCN1CCN(C(=O)c2cc(-c3ccc(F)cc3)n(-c3cccc(C)c3)c2C)CC1
  -3	-2	-2
38: COc1cccc(C(C)CC(=O)N2CCC(CSC)C2)c1 (stereo not drawn)
  1	-3	.
39: COCCNc1oc(-c2ccccc2C)nc1S(=O)(=O)c1ccccc1
  6	-1	0
40: CCOC(=O)C1=C(C)N=c2sc(=Cc3ccc(C)o3)c(=O)n2C1c1ccc(OC(C)=O)cc1 (stereo not drawn)
  1	8	-2

Another view of three compounds above:
[23] O=C1NC2=C(C(=O)CCC2)C(c2ccc3c(c2)OCO3)N1 (stereo not drawn)
[36] C=CCN(Cc1cccn1Cc1ccc(F)cc1)C(C)C(C)C (stereo not drawn)
[32] Fc1cc(F)c(F)c(SCc2csc(Cc3ccc(Cl)c(Cl)c3)n2)c1F

| assay / compound | 23 | 36 | 32 |
| --- | --- | --- | --- |
| NPYLR7 ag | 0 | -4 | 2 |
| hcGAS lum | -2 | -5 | -4 |
| mcGAS lum | . | -3 | -5 |

The results go on.
Order of values: NPYLR7 ag	hcGAS lum	mcGAS lum
41: O=S(=O)(c1ccc(F)cc1)N1CCN(C2c3ccccc3CCc3ccccc32)CC1
  5	-4	-5
42: O=C(COCC(=O)NN=Cc1ccco1)NN=Cc1ccco1
  1	-7	-2
43: CCOC(=O)C1CCN(c2ncc(F)c(N3CCOCC3)n2)CC1
  -8	-1	-13
44: COc1ccc(OC)c(S(=O)(=O)NC2CCSc3ccccc32)c1 (stereo not drawn)
  36	-4	-7
45: COc1cccc(-c2nc3c(NC4CCC(O)CC4)nccc3[nH]2)c1F (stereo not drawn)
  -5	-5	-8
46: Cc1ccc(C(C2Sc3nc(C)nn3C2=O)N2CCC3(CC2)OCCO3)cc1 (stereo not drawn)
  4	-8	.
47: Cc1ccc(C(=O)NC2CCN(c3cccc(C(F)(F)F)n3)CC2)o1
  2	-5	.
48: CC1=NN(c2ccc(Cl)c(Cl)c2)C(=O)/C1=C/c1ccc(OCc2ccccc2)cc1
  10	-4	-5
49: O=S(=O)(c1ccc2c(c1)CCN2Cc1ccc(C(F)(F)F)cc1)N1CCOCC1
  5	-9	.
50: COc1cc(C(=O)N2CCC(n3c(=O)oc4ccc(C(C)(C)C)cc43)CC2)cc(Cl)n1
  2	-10	-8
51: COc1cc(CSc2nnnn2-c2ccccc2)ccc1OC(F)F
  -2	4	.
52: Oc1ccc2ccccc2c1/C=N\Nc1nc(N2CCCCC2)nc(N2CCCCC2)n1
  -2	-4	-5
53: NS(=O)(=O)c1ccc(Cn2ccnc2-c2ccc3c(c2)OCCO3)cc1
  7	-8	-11
54: O=S1(=O)CC2N=C(Nc3ccc(Cl)c(Cl)c3)SC2C1 (stereo not drawn)
  -2	-2	.
55: Cc1ccc(S(=O)(=O)NCCC(=O)NCc2ccccc2)c(C)c1N(C)S(C)(=O)=O
  -13	1	-6
56: O=C(Nc1ccc(-c2c(-c3ccccc3)[nH]n(-c3cccc(F)c3)c2=O)cc1)c1ccccc1F
  9	-7	-6
57: O=C(Cn1cnc(-c2noc(-c3ccncc3)n2)c1)NCc1cccc(Cl)c1
  -7	2	.
58: N#CC(=Cc1cc(Br)ccc1F)c1nc2ccccc2[nH]1
  0	7	2
59: O=C(CSc1ccc(-c2ccc(-n3cccn3)cc2)nn1)NC1CCCC1
  -6	-5	-7
60: COCCOc1nc(-c2cccc(C(F)(F)F)c2)n(-c2ccc(NC(=O)c3cc(OC)cc(OC)c3)cc2)n1
  22	-5	-8

By substructure, the compounds so far with two or more sulfur atoms.
Order of values: NPYLR7 ag	hcGAS lum	mcGAS lum
1: Cc1nc(-c2ccccn2)sc1C(=O)N1CCC(NS(C)(=O)=O)CC1
  5	-7	.
2: CSc1nn(CC(=O)Nc2ccc3c(c2)OCO3)c(N)c1S(C)(=O)=O
  -1	-2	-5
32: Fc1cc(F)c(F)c(SCc2csc(Cc3ccc(Cl)c(Cl)c3)n2)c1F
  2	-4	-5
44: COc1ccc(OC)c(S(=O)(=O)NC2CCSc3ccccc32)c1 (stereo not drawn)
  36	-4	-7
54: O=S1(=O)CC2N=C(Nc3ccc(Cl)c(Cl)c3)SC2C1 (stereo not drawn)
  -2	-2	.
55: Cc1ccc(S(=O)(=O)NCCC(=O)NCc2ccccc2)c(C)c1N(C)S(C)(=O)=O
  -13	1	-6

Following part.
Order of values: NPYLR7 ag	hcGAS lum	mcGAS lum
61: CC(=O)Nc1cncc(-c2cccc(CO)c2)n1
  2	-13	.
62: O=C(c1cc(=O)c2cccc(F)c2[nH]1)N1CCC(N2CCCC2=O)CC1
  5	-7	-11
63: Cc1ccc(CNC(=O)C23CC4CC(CC(O)(C4)C2)C3)cc1F
  0	-5	.
64: C=CCn1c(SCCC#N)nc2sc(C)c(C)c2c1=O
  8	1	.
65: O=C1CCc2cc(C(=O)NC3CCN(C(=O)c4ccccc4)CC3)ccc2N1
  0	-8	-13
66: CCOC(=O)C1=C(C)NC2=C(C(=O)CCC2)C1c1ccc(OCC)c(OC)c1 (stereo not drawn)
  0	-9	.
67: COCCNC(=O)CCCCC(=O)NCCOC
  3	-6	.
68: CCc1ccc(C(=O)NC(C)c2ccc(S(C)(=O)=O)cc2)cc1 (stereo not drawn)
  -1	3	.
69: Nc1nc(N)nc(Cn2c(-c3nonc3N)nc3ccccc32)n1
  7	1	.
70: CCOC(=O)CNC(=O)N1CCN(c2nc(C(C)C)nc3sc4c(c23)CCCC4)CC1
  -9	-5	-3
71: CSc1ccc(NC(=O)N2CCCC(CCC(=O)NCc3ccccc3F)C2)cc1 (stereo not drawn)
  5	-2	-15
72: COc1cccc(C(=O)CSc2nnc(NC(=O)C3C[C@H]3c3ccccc3)s2)c1 (stereo partly drawn)
  -2	-6	-3
73: COc1ccc(C(=O)CSc2nnc3n2CCN3c2ccccc2)cc1
  -4	-3	-8
74: Cn1cc(S(=O)(=O)N2CCOCC2)cc1C(=O)N(CC(N)=O)c1ccccc1
  -1	0	-3
75: CN1CCN(c2cc(-c3ccccc3)nc(SCc3ccc(C(=O)NC4CC4)cc3)n2)CC1
  13	-7	-4
76: CCOC(=O)c1c(N)sc2c1CCC(CC)C2 (stereo not drawn)
  2	-7	.
77: O=C1N(Cc2ccccc2)C(=O)C2(CCN(Cc3nccs3)CC2)N1CCc1ccccc1
  13	-1	-14
78: C=CCn1c(-c2ccc(Br)cc2)nc(=S)c2c1CCCC2
  4	-1	.
79: CCCCNC(=O)C1(C)CCN1C(=O)c1ccc(F)c(C)c1 (stereo not drawn)
  4	-11	-6
80: O=C(c1ccc(-c2cccs2)s1)N1CCc2ncn3nc(Cc4ccccc4)nc3c2C1
  3	-3	-1
81: Cc1ccccc1CC1(CO)CCCN(C(=O)c2ccc3c(c2)OCO3)C1 (stereo not drawn)
  4&-1	-1&1	-3
82: Cn1ccn2ncc(C(=O)NCC3(c4cccc(F)c4)CCOCC3)c12
  -4	-5	.
83: COc1ccc(S(=O)(=O)NCCc2ccc(F)cc2)cc1N1CCN(S(=O)(=O)c2ccc(F)cc2F)CC1
  26	-6	-11
84: NC1CCN(c2ccccc2OC(F)F)C1 (stereo not drawn)
  6	-5	.
85: O=C(c1cn(C/C=C/c2ccccc2)nn1)N1CCCCC1c1ccc(F)cc1 (stereo not drawn)
  .	-6	-12
86: Cc1ncc(N2C[C@@H](C)[C@](O)(C(C)C)C2)nc1C
  .	2	-1
87: Cc1ccnc(CC(C)N(C)C(=O)CSc2nnc(C)s2)c1 (stereo not drawn)
  2	-2	-11
88: Cc1ncc(CN2CCOC3(COCCN(C(=O)C(C)C)C3)C2)n1C (stereo not drawn)
  2	-7	.
89: COc1cccc(CCNC(=O)C2CC23CCN(C(=O)/C=C/c2cccs2)CC3)c1 (stereo not drawn)
  27	-6	-9
90: CC1(C)C2OCCCC2C1OC(=O)c1nccc2ccccc12 (stereo not drawn)
  -2	-5	.
91: COCCCN(CC(=O)N1CCc2sccc2C1c1ccc(OC)cc1)C(=O)C(C)(C)CCl (stereo not drawn)
  -6	7	-5
92: Cc1noc(C)c1CC(=O)NC1CCOc2ccccc21 (stereo not drawn)
  3	1	-2
93: CN(Cc1ccc(Cl)cc1)C(=O)CSc1nc(N)nc(N)n1
  3	7	.
94: COc1ccc(N2CCN(c3cc(=O)n(-c4cccc(C(F)(F)F)c4)c(=O)[nH]3)CC2)cc1
  16	-3	-6
95: CCNC(=O)NC(=O)CN1CCc2cc(Br)cc(F)c21
  1	-5	-15
96: CCc1nc(SCC(=O)N2CCCN(Cc3ccncc3)CC2)n[nH]1
  4	-1	.
97: CC1CCCN(C(=O)c2ccc(OC3CCN(S(C)(=O)=O)CC3)c(Cl)c2)C1 (stereo not drawn)
  6	-6	.
98: CC1CCC2(CC1)NC(=O)N(NC(=O)CN(C)Cc1ccccc1)C2=O (stereo not drawn)
  13	-10	.
99: CN1CCN(Cc2cc(F)ccc2-n2cccn2)CC1CCO (stereo not drawn)
  4	-9	.
100: CCOc1cccc2cc(-c3csc(NC(=O)COc4ccccc4)n3)oc12
  4	-4	-9
101: CCn1c(C)cc(C(=O)CN2C(=O)NC3(CCC(C)CC3)C2=O)c1C (stereo not drawn)
  0	2	.
102: COc1ccccc1N=C1S/C(=C\c2ccc(O)cc2)C(=O)N1c1ccccc1OC
  -7	-4	-7
103: CCC(CC)C(=O)N(C)c1c(C)nc2c(OCc3ccc(C(=O)N(C)C)cc3)cccn12
  5	-5	-1
104: CC1(c2nc(C3CCCCCC3)no2)CCNC1 (stereo not drawn)
  3	-5	.
105: CN1CCc2nc3sc(C(=O)NCc4ccc(F)cc4)c(N)c3cc2C1
  10	0	.
106: CCN1C(=O)NC(c2ccsc2)C2=C1CN(CC(=O)Nc1ccc(OC)cc1)C2=O (stereo not drawn)
  .	-5	-6
107: Cc1nc(C(=O)N2CCN(C3CCCCC3)CC2)c(C)n1C1CCN(C)CC1
  .	-12	-6

Bioassay records (PubChem)
